SMARCA2 act: SMARCA2 (BRM) function activators, primary screen, cell-based, luminescence, high throughput. MG213 cells, MMTV-luciferase reporter, dexamethasone, overnight. activation, % at 9.1 µM. 370,000 compounds, 1% hits; in the data active = activation above about 7.8%;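 also: 0% = vehicle wells and 100% = reference activator wells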
KLK7 zymogen act: proKLK7 zymogen activators, primary screen, biochemical, fluorescence intensity; Kallikrein-7 (Homo sapiens), P49862; purified proKLK7, EDANS-DABCYL substrate fluorescence; 100% is mature enzyme control, 0% vehicle; activation, % at 7 µM; 370,000 compounds, 0.9% hits; AID 652039, 2013;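 active = activation above the mean of all tested compounds plus 3 SD, computed per campaign excluding outliers beyond control limits, cut at about 13% in these data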
Target sequence (P49862 whole entry, looked up): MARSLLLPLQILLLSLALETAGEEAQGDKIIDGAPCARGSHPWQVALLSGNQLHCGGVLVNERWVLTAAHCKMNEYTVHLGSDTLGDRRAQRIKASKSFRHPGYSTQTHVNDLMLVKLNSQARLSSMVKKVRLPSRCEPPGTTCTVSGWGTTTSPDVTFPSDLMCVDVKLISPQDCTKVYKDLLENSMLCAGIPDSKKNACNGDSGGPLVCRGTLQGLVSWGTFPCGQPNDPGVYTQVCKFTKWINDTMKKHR
hgDAF12 agonist: H. glycines DAF-12 receptor agonists, primary screen, cell-based, luminescence, HEK293, GAL4 fusion, UAS-luciferase; activation, % at 6.8 µM; HEK293 GAL4-hgDAF12 UAS-luciferase reporter, agonist luminescence; normalized to butyrate control; Nuclear hormone receptor DAF-12 (Heterodera glycines), GAL4 fusion; 370,000 compounds, 1.8% hits;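 active = activation above a cutoff set at the mean of all screened compounds plus 3 SD, cut at about 10% in these data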;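 also: 0% = DMSO wells and 100% = sodium butyrate wells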
DAX1 inh-1: DAX1 (NR0B1) inhibitors on StAR promoter, primary screen, cell-based, luminescence, SF-1 (NR5A1), full-length DAX-1 | inhibition, % at 6.8 µM | HEK293T StAR-luciferase reporter, SF-1/DAX-1 repression relief | 370,000 compounds, 1.1% hits | AID 652010, 2013;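 active = inhibition above the mean over all tested compounds plus 3 SD, cut at about 3.6% in these data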;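 also: 0% = DAX-1 cells with DMSO and 100% = cells lacking DAX-1 with DMSO; higher inhibition means more luminescence from relief of DAX-1 repression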
ssDAF12 agonist: S. stercoralis DAF-12 nuclear receptor activators, primary screen, cell-based, luminescence, HEK293, GRIP1 co-expression, lit1-tk-luc; activation, % at 6.8 µM; AID 652126, 2013; Nuclear hormone receptor DAF-12 (Strongyloides stercoralis); HEK293 ssDAF-12/GRIP1 lit1-tk-luc reporter; % of 3 µM dafachronic acid response; 370,000 compounds, 1% hits;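 active = activation above the mean over all tested compounds plus 3 SD, cut at about 0.9% in these data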;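 also: 0% = DMSO-only wells and 100% = 3 µM delta7-dafachronic acid wells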
DAX1 inh-2: DAX1 (NR0B1) inhibitors, primary screen, cell-based, HEK293, Gal4-DAX1, luciferase luminescence; inhibition, % at 6.75 µM; AID 504766, 2011; HEK293 Gal4-DAX1 luciferase reporter; Nuclear receptor subfamily 0 group B member 1 (Homo sapiens), P51843; 340,000 compounds, 0.99% hits;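 active = inhibition above the mean over all tested compounds plus 3 SD, cut at about 4.2% in these data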;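 also: 0% = DAX1-transfected cells with DMSO and 100% = empty-vector control cells with DMSO; inhibition shows as a rise in luminescence from relieved DAX1 repression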
Target sequence (P51843 207-470 limits assumed): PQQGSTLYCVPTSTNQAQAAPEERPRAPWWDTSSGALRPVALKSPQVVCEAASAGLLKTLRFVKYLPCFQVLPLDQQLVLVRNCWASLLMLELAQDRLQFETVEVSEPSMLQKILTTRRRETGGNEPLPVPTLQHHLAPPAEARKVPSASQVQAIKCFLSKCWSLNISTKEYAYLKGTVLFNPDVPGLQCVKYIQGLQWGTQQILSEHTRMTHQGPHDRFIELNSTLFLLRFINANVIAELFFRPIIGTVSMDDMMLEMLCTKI
hcDAF12 agonist: H. contortus DAF-12 nuclear receptor activators, primary screen, cell-based, luminescence, HEK293, lit1-tk-luc reporter. HEK293 hcDAF-12 lit1-tk-luc reporter; 0% DMSO, 100% Δ7-dafachronic acid. activation, % at 6.8 µM. 370,000 compounds, 1.4% hits. AID 652067, 2013;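 active = activation above the mean of all tested compounds plus 3 SD, cut at about 5.5% in these data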;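 also: 100% = response to 3 µM Δ7-dafachronic acid high control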
NPR1 activator: GC-A stimulated cGMP production enhancers – HEK293 GC-A cells, cGMP TR-FRET, EC30 ANP, primary screen; 0% at EC30 ANP, 100% saturating ANP; activation, % at 10 µM; 370,000 compounds, 0.14% hits; AID 1671463, 2021; in the data active = activation above about 40%
HGIII-sPLA2 inh: human group III sPLA2 inhibitors, primary screen, biochemical, QFRET, BODIPY PC-A2 liposome substrate; Group 3 secretory phospholipase A2 (Homo sapiens), Q9NZ20; AID 743126, 2013; QFRET BODIPY PC-A2 liposome hydrolysis, fluorescence; 370,000 compounds, 0.56% hits; inhibition, % at 12.2 µM;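 active = inhibition above mean plus 3 SD of compounds lying within the high and low control bounds, cut at about 19% in these data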;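 also: 0% = median of test compound wells and 100% = no enzyme DMSO wells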
Target sequence (Q9NZ20 whole entry, looked up): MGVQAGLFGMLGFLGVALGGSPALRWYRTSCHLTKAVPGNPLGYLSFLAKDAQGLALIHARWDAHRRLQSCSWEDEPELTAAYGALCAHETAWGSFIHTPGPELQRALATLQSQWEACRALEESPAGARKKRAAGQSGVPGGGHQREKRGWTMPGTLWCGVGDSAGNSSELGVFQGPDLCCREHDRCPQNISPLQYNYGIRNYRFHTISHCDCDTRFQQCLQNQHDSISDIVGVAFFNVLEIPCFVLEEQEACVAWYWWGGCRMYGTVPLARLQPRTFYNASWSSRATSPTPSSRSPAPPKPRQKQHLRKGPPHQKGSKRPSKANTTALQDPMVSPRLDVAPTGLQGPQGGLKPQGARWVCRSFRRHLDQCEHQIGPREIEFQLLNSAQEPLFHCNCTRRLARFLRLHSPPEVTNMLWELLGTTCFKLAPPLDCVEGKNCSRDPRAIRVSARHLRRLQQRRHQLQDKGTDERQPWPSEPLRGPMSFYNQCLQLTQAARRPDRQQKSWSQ
NPR2 activator: human GC-B receptor activators, primary screen, HEK293 GC-B cells, cGMP TR-FRET, EC30 CNP; Atrial natriuretic peptide receptor 2 (Homo sapiens), P20594; 0% at EC30 CNP, 100% saturating CNP; activation, % at 10 µM; 370,000 compounds, 0.11% hits; AID 1920062, 2024;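 active = activation at 10 µM reaching about 35% in either raw or pattern-adjusted values, limit read from the data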
FXN GAA850 act: FXN promoter activators, primary screen, cell-based, luciferase luminescence, HEK293 lucGAA850. activation, % at 6 µM. HEK293 lucGAA850 FXN promoter luciferase reporter, 24 h; percent of 10 µM SAHA response. 360,000 compounds, 0.56% hits;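 active = activation above the average of all compounds screened plus 3 SD, cutoff fixed separately per campaign, cut at about 7.5% in these data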;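 also: 0% = DMSO wells and 100% = 10 µM SAHA wells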
* = called active by the depositor; x = not tested or not shown; & = joins results of further samples.

structure,ssDAF12 agonist,DAX1 inh-1,HGIII-sPLA2 inh,NPR2 activator,hgDAF12 agonist,FXN GAA850 act,DAX1 inh-2,KLK7 zymogen act,SMARCA2 act,hcDAF12 agonist,NPR1 activator
O=C(NCCN1CCC(n2c(=O)[nH]c3ccccc32)CC1)c1ccccc1,-1.1,0.5,10,2,-0.2,x,x,0.2,-4,-0.1,-3
N#Cc1ccc(N=c2ssnc2Cl)cc1,-1.2,-0.1,12,7,0.2,1.0&-0.2,0.5&-0.2,0.7,3,-1.4,-17
O=C(O)c1ccc(S(=O)(=O)NC2CCCc3ccccc32)cc1 (stereo not given),-1.2,0.2,7,4,-2.0,0.8,1.9,0.2,1,-0.1,2
Cc1ccc(C(=O)O)cc1NCc1ccncc1,-1.1,0.0,12,3,-1.9,0.6,0.5,0.5,-1,0.1,3
COc1ccccc1CNC(=O)Cn1nnnc1CN(C)C(C)C,-0.9,-0.3,1,3,0.5,2.1,-0.5,-0.3,-1,-1.4,-3
O=C(Nc1ncccn1)c1ccc([N+](=O)[O-])cc1,-1.4,0.7,-4,-2,2.2,-1.4,-1.5,0.2,-2,-0.9,0
COc1ccccc1/C=C/CN1CCC(Oc2cc(C(=O)NC3CC3)ccc2OC)CC1,-1.4,-0.2,-5,-1,2.9,0.5,-0.1,0.1,-3,-1.8,-1
COC(=O)Cc1c(C)c2ccc(OCc3nn[nH]n3)c(C)c2oc1=O,-0.8,-0.1,2,3,0.9,1.7,-0.2,-0.1,3,0.7,4
CCNC(=S)Nc1ccc(NC(=O)c2ccccc2O)cc1,1.6*,0.1,0,3,-0.1,1.5,-1.5,1.1,-1,1.5,-2
CC(CNC(=O)CN(C)CC(=O)Nc1ccccc1Br)c1ccccc1 (stereo not given),-1.2,0.0,-7,-2,-0.8,-0.9,0.0,0.3,4,1.7,-4
O=C(NCCOc1ccccc1Cl)c1ncn[nH]1,-1.6,-0.2,-5,2,1.0,0.1,1.3,0.3,-3,-0.9,-1
COc1ccc(NC(=O)CCOc2ccccc2)c(OC)c1,-0.5,0.2,3,-1,1.4,1.1,1.5,-0.5,-3,0.4,0
Cc1cccc2c1NC(=O)C2=Nc1ccc(Cl)cc1,-0.5,0.6,1,2,1.9,2.1,-2.1,0.3,-2,4.4,-2
O=C(O)CCC(=O)N1N=C(c2c(-c3ccccc3)c3cc(Cl)ccc3[nH]c2=O)CC1c1ccco1 (stereo not given),-1.6,-0.3,-25,6,-0.6,0.2,-1.5,0.1,-1,-2.9,-1
CCc1ccc(-c2cc(C(=O)NN3CCN(C)CC3)c3ccccc3n2)cc1,0.1,0.5,-12,-1,3.4,2.6,1.5,1.0,0,6.7*,2
O=C(NCc1n[nH]c(=S)n1-c1ccc(Br)cc1)c1ccc(S(=O)(=O)N2CCOCC2)cc1,-0.6,-0.3,5,1,-0.2,0.1,0.4,-0.3,2,0.0,7
CCc1ccc(S(=O)(=O)c2nnn3c2nc(NCCNC(C)=O)c2ccccc23)cc1,-0.8,-0.1,6,1,-0.9,1.6,0.7,-1.0,1,-0.4,5
Cc1ccc(OCCCC(=O)NNC(=O)c2ccccn2)cc1,-0.8,-2.7,-5,1,-1.2,-5.3,0.9,-0.1,0,-0.4,5
CC(C)N1CCN(S(=O)(=O)c2ccccc2)c2ccccc21,-1.5,-1.4,15,-1,0.3,-0.4,-0.1,-0.2,-2,1.6,-4
CCn1c(C)c(C(C)=O)c(NCc2ccccc2)nc1=S,-0.3,0.4,-8,x,-0.7,1.0,-0.5,-0.2,-1,2.7,x
CS(=O)(=O)N[C@@H]1C[C@@H]2O[C@@H](CO)CC[C@@H]2O[C@@H]1CCc1ccc(-c2ccccc2F)cc1,-2.2,-1.6,-19,-3,-0.8,x,x,0.1,-4,-1.1,33
COC(=O)Nc1cc([N+](=O)[O-])ccc1OC,-0.7,-0.4,8,2,1.3,4.9,-0.1,-0.7,4,-0.1,0
COc1ccc(CCN(Cc2cc3cc(C)c(C)cc3nc2Cl)C(=O)C2CC2)cc1,-1.5,-0.2,6,2,-0.6,0.6,-0.4,0.0,-1,0.2,-3
CCOC(=O)NC(Nc1cc(C)on1)(C(F)(F)F)C(F)(F)F,-1.3,0.2,6,-2,-1.0,-1.3,-0.2,-0.5,3,0.6,1
CCc1ccc2c(COC(=O)C3CSC4(C)CCC(=O)N34)cc(=O)oc2c1 (stereo not given),-1.1,0.6,2,2,1.4,2.2,0.7,-0.1,0,-1.8,3
O=C(NCCOc1ccc(F)cc1)C1CCC(=O)N(CCc2ccccn2)C1 (stereo not given),-1.2,1.9,2,1,-1.2,-2.6,0.2,-0.1,1,1.8,-2
O=C(CSc1ncn[nH]1)N/N=C/c1ccc(Br)cc1,-0.9,0.0,-16,-6,0.4,3.2,-0.2,0.3,1,0.0,-1
CC1(C(=O)NCc2ccco2)Cc2c(-c3ccc4c(c3)OCO4)ccnc2O1 (stereo not given),-0.9,-3.3,-1,2,0.4,-3.8,x,-0.1,-1,-1.4,-3
Cc1csc(=O)n1CC(=O)OCC(=O)Nc1cc(S(=O)(=O)N2CCOCC2)ccc1Cl,-0.8,2.8,-1,6,-3.1,0.5,0.8,0.3,-2,-0.9,1
CCOC(=O)[C@]12CCCC=C1N(Cc1ccc(Cl)cc1Cl)C(=O)[C@H](CC(=O)NCc1cccc3ccccc13)C2,-1.3,0.8,-14,0,1.4,x,x,-0.7,-6,0.1,0
Cn1c(=O)c2c(nc(SCC(=O)Nc3ccccc3)n2C)n(C)c1=O,-1.3,0.3,0,1,2.4,0.1,2.1,0.1,-2,-2.1,1
O=C1c2ccc(Br)cc2C(=O)N1c1ccc(Cc2ccncc2)cc1,-2.4,-1.0,-2,0,2.0,1.7,-1.2,-0.3,-6,-3.0,0
CSc1ccc(C2NN=C(c3ccccc3)S2)cc1 (stereo not given),2.3*,3.5,-2,-4,15*,2.7,x,-17,1,12*,4
CCc1ccc(-c2nc(CS(=O)CC(=O)NCc3cccnc3)c(C)o2)cc1 (stereo not given),-0.2,-0.4,1,-4,3.2,-1.2,-1.1,-0.1,-2,-0.3,7
CCOc1cc(C2c3c(n[nH]c3C)C(=O)N2c2ccc(C)cc2)ccc1O (stereo not given),-2.0,0.0,-20,-18,2.7,1.5,0.3,-0.1,3,0.1,-28
CN1CCN(C(=O)CNc2ccc(C(F)(F)F)cc2[N+](=O)[O-])CC1,-0.1,0.2,5,-2,2.5,1.7,-0.3,-0.6,-3,5.8*,0
O=C(Nc1ccc(S(=O)(=O)N2CCCCC2)cc1)C1CC(=O)N(Cc2ccccc2)C1 (stereo not given),-1.1,0.8,8,0,-1.8,-0.9,0.3,-0.6,-2,-0.3,-2
COC(=O)CN(c1cc(OC)ccc1OC)S(=O)(=O)c1ccc(OC)c(OC)c1,-1.2,-0.2,0,-9,0.9,0.1,2.1,-0.2,-2,-1.0,-8
O=C(CCNC(=O)c1ccccc1Cl)NNC(=O)c1ccccc1O,-0.3,0.8,5,8,1.5,0.8,0.6,-5.8,-2,-0.8,3
Cn1c(N=Nc2ccccc2)nc2ccccc21,-0.3,1.0,0,-7,-5.6,-4.7,0.7,-0.1,-3,5.6,-1
FC(F)(F)c1n[nH]c(=S)n1/N=C/c1ccco1,-1.4,0.2,11,-3,0.0,0.1,0.4,0.4,2,3.9,3
O=C(COC(=O)c1cccc(-n2cnnn2)c1)c1ccc(F)cc1,-0.2,3.5,-3,-5,4.6,2.3,-1.0,0.3,2,2.7,9
COC(=O)c1ccc(Oc2c(F)c(F)nc(N3CCOCC3)c2F)cc1,-1.4,-0.6,-4,5,0.7,-0.1,0.1,0.0,-2,-0.7,-2
Cc1cccc(N=C2NC(=O)/C(=C/C=C/c3ccco3)S2)c1C,-1.6,0.1,4,-1,-1.4,1.6,0.5,0.2,0,0.4,-9
COCCCNC(=O)C1CCN(C(=O)c2cc3sccc3n2Cc2ccc(F)cc2)CC1,-0.6,1.4,-9,1,0.1,2.6,-1.7,0.2,-5,-2.2,-6
CCCCN1C(=O)C(=O)N(CC(=O)c2ccc[nH]2)C1=O,-0.6,0.6,-6,4,3.0,0.4,0.8,-0.2,0,-0.5,0
CCc1cccc(NC(=O)c2sc3nc4n(c(=O)c3c2C)CCC4)c1,-0.9,2.4,6,5,7.9,2.9,0.0,-0.1,3,-2.5,2
Cc1ccc2[nH]c(=O)c(C(c3nnnn3CC3CCCO3)N3CCOCC3)cc2c1 (stereo not given),-1.6,-0.8,0,-2,-0.7,2.3,0.1,0.7,3,-1.1,5
O=C(CSc1nnnn1-c1ccccc1)Nc1nc(-c2ccccc2)ns1,-0.8,0.3,-16,3,-0.9,-1.0,-0.3,0.4,-2,-0.5,0
CCc1ccc(-c2csc(NC(=O)c3cccnc3)n2)cc1,-2.3,-2.1,-4,13,-5.5,-1.2,-2.0,-0.1,-1,-4.8,0
Cc1nc(CCNS(=O)(=O)c2cccs2)cs1,-1.2,1.1,0,3,1.6,-0.1,0.8,0.0,-1,-0.1,0
Cc1cccc2c(=O)n3c(nc12)CCCCC3,-0.9,-0.9,-1,2,1.0,0.7,3.2,0.3,2,-1.0,-5
CC1=C(C(=O)NCc2ccccc2)C(c2cccs2)n2ncnc2N1 (stereo not given),-1.1,-0.1,-7,11,-2.1,1.5,0.0,-0.3,-3,0.0,-1
CCOC(CNC(=O)Cc1c(C)nc2c(-c3ccccc3)c(C)nn2c1C)OCC,-1.3,-0.4,9,2,2.7,1.3,-1.9,-0.5,-5,-1.6,1

Source: PubChem (several laboratories)

The order is random, and some 6.7% of all compounds hit somewhere here.
